Screening data: PubChem BioAssay, National Center for Advancing Translational Sciences (NCATS)
PKM2 act: PKM2 (human) enzyme activation | P14618 | purified PKM2, Kinase-Glo ATP luminescence, activation; response scale: 0% is enzyme alone, no compound | Potency, µM (series often up to 57.5 µM), for the others: at the top dose activation, most hits filed as activators | 0.34% of 260,000 active | AID 1631; note: potency is the fitted concentration of half-maximal effect; % is set by controls: 0 for no effect and ±100 for the full control effect; nearly all actives have a fitted effect of over 55% in size
Target sequence (P14618 whole entry, looked up): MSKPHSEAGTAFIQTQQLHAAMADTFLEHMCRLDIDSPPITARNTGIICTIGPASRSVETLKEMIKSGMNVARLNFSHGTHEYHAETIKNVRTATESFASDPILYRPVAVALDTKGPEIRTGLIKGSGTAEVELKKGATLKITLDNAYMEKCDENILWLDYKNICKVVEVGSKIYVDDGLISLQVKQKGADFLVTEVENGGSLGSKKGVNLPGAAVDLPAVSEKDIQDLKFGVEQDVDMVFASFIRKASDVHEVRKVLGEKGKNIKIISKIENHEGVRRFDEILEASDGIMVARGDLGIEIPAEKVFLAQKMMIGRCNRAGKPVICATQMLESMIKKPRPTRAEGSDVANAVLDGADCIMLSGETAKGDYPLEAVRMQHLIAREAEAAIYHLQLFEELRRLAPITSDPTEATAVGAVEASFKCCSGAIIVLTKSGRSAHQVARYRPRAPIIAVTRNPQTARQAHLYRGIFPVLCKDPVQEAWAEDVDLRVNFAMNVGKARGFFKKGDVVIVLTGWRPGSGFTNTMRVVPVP
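ATP formation by purified human PK-M2, quantified via coupled luciferase luminescence after 1 h at room temperature with 0.1 mM ADP and 0.5 mM PEP final.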
MLL CXXC-DNA inh: blocks binding of human MLL CXXC domain to DNA; Q03164; MLL-CXXC / FITC-HOXA9 DNA fluorescence polarization; Potency, µM (top dose mostly 115 µM), without a hit: at the highest dose activity change, negative = inhibition, hits mostly inhibitors; 0.037% of 290,000 active; active = well fitted inhibition curve with a large enough effect in the polarisation, with a control signal flat, not every such curve was filed as active; inconclusive = small, poorly fitted or top-dose-only effect, or effect the other way, or a change in a side signal; inactive = no such curve, though single readings can be large or run the other way; the % refers to the polarisation; note: potency is the fitted concentration of half-maximal effect
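Steps: dispense CXXC domain solution (7 uM) → pin compounds or unlabeled HOX-A9 DNA control → 5 min ambient → add FLSN-HOX-A9 solution (50 nM) → spin → 30 min ambient → fluorescence polarization. Tris pH 7.5/NaCl/DTT/BSA buffer.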
TRPV1 agonist: human TRPV1 agonism | TRPV1-expressing cells, Fluo-8 calcium influx, agonist mode | 0.19% of 320,000 active | AID 540275 | activation, % at 8.33 µM; in the data active = activation above about 80%; inconclusive = between about 30% and that limit; note: 0% is about no effect
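TRPV1-expressing cells were cultured overnight at 35.5C and loaded with Fluo-8 calcium dye for 40 to 90 min at room temperature. After a 10 s baseline, compound was added and calcium influx was read kinetically for 3 min (ex 480/em 520 nm).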
hERG WT inh: inhibitors of human wildtype KCNH2 potassium channel | U2OS, BacMam KCNH2, thallium flux FluxOr; hits give low values | 0.37% of 340,000 active | activity change, % at 1.84 µM | Q12809;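 active = maximum activity change below -70%; inconclusive = maximum activity change between -70% and -50%; inactive = maximum activity change above -50%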; note: % is set by controls: 0 for no effect and ±100 for the full control effect
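U2OS cells transduced with wild-type KCNH2 virus are loaded with FluxOr dye for 45 min, and thallium flux is measured in kinetic reads before and after stimulation buffer. Rate constants are normalized to DMSO controls.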
Giardia kill: Giardia lamblia killing; 0.15% of 340,000 active; activity change, % at 7.66 µM, hits read low; Giardia lamblia trophozoite viability; AID 540267; in the data active = activity change below about -80%; inconclusive = between about -30% and that limit;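 note: parasites exposed to compound for two days anaerobically before the ATP read; % is set by controls: 0 for no effect and ±100 for the full control effect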
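Trophozoites 100 cells/well + cpd; 48 hrs, 37 deg C, anaerobic. ATPLite 1-Step added, 15-30 min RT, luminescence read (ATP-based viability).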
GALK inh: galactokinase (human) inhibition. P51570. Purified GALK, Kinase-Glo residual ATP luminescence. Potency, µM (titrated, usually from 57.5 µM), for the others: top-dose activity change, negative = inhibition, actives largely listed as inhibitors. 0.007% of 270,000 active; note: potency is the fitted concentration of half-maximal effect; % is set by controls: 0 for no effect and ±100 for the full control effect
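Compounds were pin-transferred into ATP buffer (35 uM final), then GALK plus galactose (5 nM, 100 uM final) was added. After 1 h at room temperature, Kinase-Glo Plus was added and luminescence read after 10 min.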
KCNH2 3.1 inh: KCNH2 3.1 (human) potassium channel inhibition; U2OS KCNH2 3.1, thallium flux FluxOr; hits give low values; activity change, % (tested at about 1.8 µM); 0.95% of 340,000 active; AID 720553;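 active = maximum activity change below -70%; inconclusive = maximum activity change from -70% to -50%; inactive = maximum activity change above -50%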;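 note: thallium influx rate constant from kinetic fluorescence after stimulation buffer; % is set by controls: 0 for no effect and ±100 for the full control effect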
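Virally transduced U2OS (3.1 isoform, 4 h infection in dark at RT) → overnight 37 C → FluxOr + Red40 in HBSS/HEPES, 45 min → stimulation buffer, 2 min kinetic read → rate constant vs DMSO controls.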
Menin-MLL TR inh: menin-MLL binding inhibition, Texas Red mutant peptide | O00255 | Potency, µM (titrated, usually from 61.6 µM), inactives show top-dose FP activity change, negative = inhibition, actives largely listed as inhibitors | Menin + Texas Red MLL mutant peptide, fluorescence polarization | 0.23% of 270,000 active; active = well fitted inhibition curve with a large enough effect in the polarisation, with a control signal flat, not every such curve was filed as active; inconclusive = small, poorly fitted or top-dose-only effect, or effect the other way, or a change in a side signal; inactive = no such curve, though single readings can be large or run the other way; the % refers to the polarisation; note: potency is the fitted concentration of half-maximal effect; % of control where 0% means no effect; many of its hits are not listed in these tables
Coupling enz: inhibits coupling enzyme system, counter-screen for aldolase hits | activity change, negative = inhibition, % at 58.2 µM, hits read low | coupling enzyme system counterscreen, AmpLite Red fluorescence | 0.67% of 290,000 active; in the data active = activity change below about -30%; note: % is set by controls: 0 for no effect and ±100 for the full control effect
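Final compound at 57.5 uM, incubated 10 min at RT with coupling enzyme reagent (glyceraldehyde-3-phosphate), then 20 min with substrate and AmpLite Red detection. Fluorescence read at 525/598 nm; tests interference with the coupling assay, not aldolase inhibition.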
B2AR arrestin: beta2AR (human) beta-arrestin recruitment activity. Potency, µM (top dose mostly 46.1 µM), for the others: at the highest dose activation, most hits filed as activators. P07550. beta-arrestin recruitment to beta2AR, cell-based reporter. AID 492947. 0.02% of 330,000 active;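 note: potency is the fitted concentration of half-maximal effect; 0% = DMSO controls and full agonism = EC100 isoproterenol or metaproterenol; nearly all actives have a fitted effect of over 65% in size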
Target sequence (P07550 whole entry, looked up): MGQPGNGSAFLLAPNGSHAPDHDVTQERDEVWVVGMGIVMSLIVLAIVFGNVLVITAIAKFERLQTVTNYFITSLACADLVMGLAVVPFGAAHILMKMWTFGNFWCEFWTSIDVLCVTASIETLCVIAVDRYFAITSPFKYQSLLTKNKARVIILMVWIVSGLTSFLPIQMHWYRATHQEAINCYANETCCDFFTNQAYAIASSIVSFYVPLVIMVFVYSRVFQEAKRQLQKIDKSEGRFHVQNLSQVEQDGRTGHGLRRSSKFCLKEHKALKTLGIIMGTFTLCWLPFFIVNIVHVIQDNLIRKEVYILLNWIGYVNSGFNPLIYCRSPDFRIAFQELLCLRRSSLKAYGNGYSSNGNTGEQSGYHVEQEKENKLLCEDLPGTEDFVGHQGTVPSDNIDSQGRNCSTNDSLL
USP2a inh: blocks human ubiquitin-specific protease USP2a; AID 463254; Potency, µM (titrated, usually from 38.3 µM), for inactives: at the highest dose activity change, negative = inhibition, most hits filed as inhibitors; 0.01% of 330,000 active; USP2 core, Ub-CHOP2 coupled fluorogenic reporter, 485/531; O75604;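 note: potency is the fitted concentration of half-maximal effect; plate controls were DMSO wells for no effect and full inhibition by NEM control for full effect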
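Deubiquitinase activity read as fluorescence (485/531 nm) after Ub-CHOP2 cleavage activates the enterokinase reporter on its substrate; USP2 core 10nM, Ub-CHOP2 and substrate 25nM each, 30min compound preincubation then 60min RT; data normalized to NEM, curves fitted.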
* = called active by the depositor; u = inconclusive; x = no result given; [ ] = remark or other dose. Unless noted, calls come from the whole dose curve; as a rule, active = well fitted curve in the direction sought with a large enough effect; inconclusive = small, poorly fitted or top-dose-only effect, or another doubt; inactive = no such curve, though single readings can be large; an effect the other way counts as inactive or inconclusive. An excerpt; the hit share may differ from the screen's.

cpd	Molecule	PKM2 act	MLL CXXC-DNA inh	TRPV1 agonist	hERG WT inh	Giardia kill	GALK inh	KCNH2 3.1 inh	Menin-MLL TR inh	Coupling enz	B2AR arrestin	USP2a inh
1	c1ccc(C2COC(c3cccs3)=N2)cc1 (stereo not given)	-2%	9%	1	7	-4	3%	-5	-15%	9	-0.6%	1%
2	CO/N=C/CC(=O)c1ccc([N+](=O)[O-])c(CS(=O)(=O)c2ccc(Cl)cc2)c1	x	37%[activator]	3	1	-3	4%	-3	u	0	0.4%	-7%
3	Cc1ccc(/C=N\NC(=O)c2csnn2)cc1	2%	-5%	11	1	41[activator]	6%	-12	-26%	1	0.3%	1%
4	NC(=O)CC(NC(=O)c1ccccc1)c1ccc(NCc2ccccn2)c([N+](=O)[O-])c1 (stereo not given)	-6%	8%	-2	8	-14	x	-12	-3%	0	-4.4%	0%
5	O=C(Nc1cccc(S(=O)(=O)N2CCOCC2)c1)c1ccc(Cl)nc1	x	x	x	-13	19	x	-5	x	x	-0.2%	0%
6	CC(=O)OC(C[N+]1(C)CCCCCC1)c1ccccc1 (stereo not given)	x	5%	2	-3	9	13%	-1	15%	1	-0.4%	2%
7	COc1cccc2sc3ccc(C#CC4(O)CCCCC4)cc3c(=O)c12	-5%	2%	11	2	-16	x	6	10%	-9	-1.0%	-2%
8	COc1ccc(NS(=O)(=O)c2cccc(C(=O)N/N=C/c3ccccn3)c2)cc1	0%	6%	0	-10	-3	-7%	-23	5%	0	-0.1%	0%
9	O=Cc1c(NCCc2ccc(F)cc2)c2ccccc2[nH]c1=O	4%	3%	25	-8	-3	4%	10	-6%	4	-0.4%	0%
10	COc1ccc(N(CC(=O)Nc2cc(Cl)ccc2C)S(=O)(=O)c2c(C)n[nH]c2C)cc1	x	27%	-2	12	7	-2%	2	x	x	0.0%	0%
11	O=C(COC(=O)C1CC1)NCCc1ccccc1	x	x	x	33	-9	x	-2	x	x	-0.2%	2%
12	COc1ccc(OC)c(-c2cc(C(=O)Nc3c(C)n(C)n(-c4ccccc4)c3=O)no2)c1	0%	-5%	1	-13	-11	-1%	8	-21%	3	0.3%	1%

Arranged by the number under MLL CXXC-DNA inh (ascending): 6 of the compounds above.
entry	molecule	PKM2 act	MLL CXXC-DNA inh	TRPV1 agonist	GALK inh	Menin-MLL TR inh	B2AR arrestin
3	Cc1ccc(/C=N\NC(=O)c2csnn2)cc1	2%	-5%	11	6%	-26%	0.3%
7	COc1cccc2sc3ccc(C#CC4(O)CCCCC4)cc3c(=O)c12	-5%	2%	11	x	10%	-1.0%
9	O=Cc1c(NCCc2ccc(F)cc2)c2ccccc2[nH]c1=O	4%	3%	25	4%	-6%	-0.4%
6	CC(=O)OC(C[N+]1(C)CCCCCC1)c1ccccc1 (stereo not given)	x	5%	2	13%	15%	-0.4%
4	NC(=O)CC(NC(=O)c1ccccc1)c1ccc(NCc2ccccn2)c([N+](=O)[O-])c1 (stereo not given)	-6%	8%	-2	x	-3%	-4.4%
1	c1ccc(C2COC(c3cccs3)=N2)cc1 (stereo not given)	-2%	9%	1	3%	-15%	-0.6%

(next part)
cpd	Molecule	PKM2 act	MLL CXXC-DNA inh	TRPV1 agonist	hERG WT inh	Giardia kill	GALK inh	KCNH2 3.1 inh	Menin-MLL TR inh	Coupling enz	B2AR arrestin	USP2a inh
13	COc1ccccc1C(=O)NNC(=O)c1ccc(F)cc1	0%	6%	14	-2	-9	0%	13	-28%	-6	-0.9%	3%
14	CCC(C(=O)Nc1cc(C)on1)c1ccccc1 (stereo not given)	-7%	-21%	-7	-24	-6	0%	-8	-7%	1	-0.2%	-1%
15	CC[C@@H]1CC=C[C@H]2[C@H]1C(=O)N(Cc1ccccc1)[C@H]2c1ccoc1	4%	-3%	19	-11	24	-3%	8	x	2	-0.3%	4%
16	Cc1nn2c(nc1=O)SCC(c1ccccc1)=N2	14%	-2%	7	12	0	0%	-7	25%	1	-0.4%	3%
17	CCOC(=O)c1[nH]nc(-c2c(O)cc(C)cc2O)c1-c1csc(C)n1	-1%	-2%	-8	-3	-14	0%	29	1%	-1	0.1%	2%
18	Cc1ccc(CNC(=O)[C@H](C)NC(=O)C2CCN(C(=O)[C@@H](N)CC(C)C)CC2)cc1	1%	8%	2	1	9	x	3	5%	0	-0.8%	-4%
19	O=C(CSC1=NCCS1)Nc1cccc(F)c1	u	3%	9	-3	25	4%	-6	7%	-1	-0.3%	1%
20	O=C(O)c1c(F)c(F)c(F)c(F)c1-c1ccc(Cl)cc1	-1%	9%	4	3	u	-2%	-1	2%	5	0.3%	2%
21	Cn1c(CNC(=O)C2CCCCC2)cc2cc(Cl)ccc21	-5%	14%	12	-2	6	-2%	-4	0%	0	3.3%	-2%
22	O=C(N/N=C/c1cc([N+](=O)[O-])ccc1O)C1CC1	-1%	-9%	1	1	-23	0%	5	x	-1	0.2%	13%
23	N/C(=N\OC(=O)c1cccc(Br)c1)c1ccc([N+](=O)[O-])cc1	-3%[11.5 µM]	-2%	-3	3	-5	6%	3	u	3	0.0%	-1%
24	C/C=C/C(=O)Nc1nnc(C(C)C)s1	0%	-8%	1	0	-5	1%	1	0%	3	0.1%	1%

Random excerpt: 2 compounds from above, in no set order.
cpd	Molecule	PKM2 act	MLL CXXC-DNA inh	TRPV1 agonist	hERG WT inh	Giardia kill	GALK inh	KCNH2 3.1 inh	Menin-MLL TR inh	Coupling enz	B2AR arrestin	USP2a inh
19	O=C(CSC1=NCCS1)Nc1cccc(F)c1	u	3%	9	-3	25	4%	-6	7%	-1	-0.3%	1%
16	Cc1nn2c(nc1=O)SCC(c1ccccc1)=N2	14%	-2%	7	12	0	0%	-7	25%	1	-0.4%	3%

Next results
cpd	Molecule	PKM2 act	MLL CXXC-DNA inh	TRPV1 agonist	hERG WT inh	Giardia kill	GALK inh	KCNH2 3.1 inh	Menin-MLL TR inh	Coupling enz	B2AR arrestin	USP2a inh
25	O=C(OCC(=O)N1CCCc2ccccc21)C1CCN(S(=O)(=O)c2cccs2)CC1	u	5%	1	-11	11	2%	-17	-7%	0	0.0%	1%
26	CCN(CC)C(=O)Cn1cc(SCC(=O)NCc2ccco2)c2ccccc21	1%	6%	-2	2	-6	3%	6	-3%	1	0.0%	2%
27	CCOc1ccc(OCC)c(NC(=O)C2CCN(S(=O)(=O)c3cccnc3)CC2)c1	1%	4%	2	-2	1	0%	0	-4%	1	0.1%	7%
28	COC(C(=O)N/N=C/c1ccc(OCC(=O)N2CCOCC2)cc1)c1ccccc1 (stereo not given)	x	28%	-1	0	-13	-3%	4	0%	1	-0.4%	4%
29	CCCn1c(N)c(N(CCOC)C(=O)CCC2CCCCC2)c(=O)[nH]c1=O	x	x	-1	3	-8	x	-18	x	x	0.3%	5%
30	O=C(N/N=C/c1ccccn1)c1cccs1	-4%	3%	8	x	6	-1%	-8	-13%	-3	0.3%	1%
31	COc1ccc(CCNC(=O)C(CC(C)C)NC(N)=O)cc1 (stereo not given)	1%	1%	2	-1	-1	13%	6	-1%	1	-0.9%	-1%
32	COc1cccc(-c2cc(C(=O)Nc3cc(C)nn3-c3ccccc3)no2)c1	-18%	3%	4	-1	4	0%	15	x	0	0.1%	4%
33	O=C(Cn1[nH]c(=O)c2ccccc2c1=O)Nc1cccc(S(=O)(=O)N2CCCCCC2)c1	1%	0%	-3	12	0	3%	-5	12%	1	0.0%	1%
34	COc1cccc(C2=CC(c3ccccc3)n3ncnc3N2)c1 (stereo not given)	-7%	-1%	1	x	x	-1%	x	5%	2	13%	1%
35	O=C(N/N=C/c1cccc2ccccc12)c1cccc(F)c1	-4%	u	10	4	28	7%	-16	u	-14	7.4%	-8%
36	Cc1sc2nc(SCC(=O)C(C)(C)C)n(Cc3ccco3)c(=O)c2c1C	-1%	-4%	u	-23	-3	0%	-11	0%	-1	-0.4%	-5%

Values by screen from the entries so far:
MLL CXXC-DNA inh, compounds 27 to 36 → 4%, 28%, x, 3%, 1%, 3%, 0%, -1%, u, -4%
USP2a inh, compounds 27 to 36 → 7%, 4%, 5%, 1%, -1%, 4%, 1%, 1%, -8%, -5%
